Screening results (PubChem BioAssay)
HIV Rev-RRE inh: disrupts HIV-1 Rev binding to RRE RNA; hit rate 0.79% among 97,000; inhibition, % at 8 µM; Rev peptide-RRE RNA binding, FRET; P05866;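 active = inhibition above the screen-wide mean plus 3 SD, cut at about 35% in these data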;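 note: 0% = median DMSO wells and 100% = median Neomycin B control wells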
Target sequence (P05866 whole entry, looked up): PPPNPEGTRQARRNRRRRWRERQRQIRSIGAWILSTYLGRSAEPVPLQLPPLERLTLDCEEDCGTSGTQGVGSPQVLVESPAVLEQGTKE
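Test system: Cy5-tagged RRE RNA duplex with fluorescein-tagged Rev peptide; Probe or stimulus: labelled Rev peptide; Schedule: 5 min preincubation and 15 min binding, 25 °C; Signal: FRET fluorescence readout; Evaluation: % inhibition from 671/540 nm acceptor-to-donor ratio, scaled between controls; Control set: DMSO and neomycin B.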
S1P2 agonist: agonists of human S1P2 receptor. activation, % at 4.5 µM. S1P2-expressing cell line, agonist reporter read-out. O95136. hit rate 0.46% among 97,000. AID 729; in the data active = activation above about 16%;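 note: 0% = vehicle low control and 100% = maximal reference agonist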
EphB4 ephrin blk: antagonists of human EphB4-ephrin-B2 interaction; P54760; EphB4 LBD / TNYL-RAW-Alexa532 peptide, fluorescence polarization; inhibition, % at 7 µM; hit rate 0.15% among 97,000; AID 720;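 active = inhibition above the screen-wide mean inhibition plus 3 SD, cut at about 15% in these data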;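 note: 0% = DMSO wells and 100% = excess unlabeled TNYL-RAW peptide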
PostGolgi ctrl: yeast control strain growth, post-Golgi counter-screen; hit rate 5% among 98,000; inhibition, % at 10 µM; efflux-deficient yeast background strain, growth absorbance A615, 16 h; AID 738
PTPN22 inh 2: blocks human PTPN22 phosphatase activity. Q9Y2R2. hit rate 0.21% among 96,000. inhibition, % at 2 µM. recombinant LYP catalytic domain, DiFMUP fluorescence;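 active = inhibition at 2 µM at or above a set limit, the screen mean plus 3 SD, cut at about 24% in these data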;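 note: 0% = DMSO with enzyme and 100% = enzyme fully blocked by orthovanadate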
Target sequence (Q9Y2R2 whole entry, looked up, the tested form may be a part): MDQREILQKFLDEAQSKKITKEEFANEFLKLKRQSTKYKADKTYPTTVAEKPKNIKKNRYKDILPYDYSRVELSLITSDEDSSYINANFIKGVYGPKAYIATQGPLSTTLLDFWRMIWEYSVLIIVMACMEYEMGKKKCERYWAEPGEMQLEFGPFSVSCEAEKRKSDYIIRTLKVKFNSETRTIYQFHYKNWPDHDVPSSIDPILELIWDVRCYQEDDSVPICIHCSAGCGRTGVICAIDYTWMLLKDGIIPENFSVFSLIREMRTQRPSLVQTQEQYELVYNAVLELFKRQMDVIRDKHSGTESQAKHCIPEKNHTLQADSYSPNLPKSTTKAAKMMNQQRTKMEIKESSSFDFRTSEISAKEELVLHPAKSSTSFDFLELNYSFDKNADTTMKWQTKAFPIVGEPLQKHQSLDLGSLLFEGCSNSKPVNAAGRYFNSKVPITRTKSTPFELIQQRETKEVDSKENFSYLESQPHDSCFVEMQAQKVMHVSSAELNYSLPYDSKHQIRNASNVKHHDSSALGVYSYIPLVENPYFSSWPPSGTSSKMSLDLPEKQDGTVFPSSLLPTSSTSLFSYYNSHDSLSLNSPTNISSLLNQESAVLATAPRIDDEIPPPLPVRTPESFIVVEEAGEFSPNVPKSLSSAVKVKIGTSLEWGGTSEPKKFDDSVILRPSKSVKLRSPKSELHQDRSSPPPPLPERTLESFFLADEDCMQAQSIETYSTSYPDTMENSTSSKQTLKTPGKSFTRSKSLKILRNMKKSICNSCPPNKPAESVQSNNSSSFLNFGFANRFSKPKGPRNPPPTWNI
FAK blocker: inhibitors of human focal adhesion kinase | Q05397 | biochemical FAK kinase activity assay | inhibition, %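 (tested at 7 µM)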 | hit rate 0.84% among 97,000 | AID 727; in the data active = inhibition above about 19%;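 note: 0% = DMSO and 100% = reference compound high control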
LYP act: activators of human LYP (PTPN22) phosphatase; Q9Y2R2; recombinant LYP, DiFMUP fluorescence; 0 = plate median, 100 = signal doubled; activation, % at 2 µM; hit rate 0.11% among 96,000;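 active = activation at 2 µM above a set limit, the mean plus 5 SD, cut at about 37% in these data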
S1P2 blocker: blocks the human S1P2 receptor; O95136; cell-based S1P2 antagonist assay, inhibition at 5 uM; inhibition, % at 5 µM; hit rate 0.21% among 97,000; AID 736; in the data active = inhibition above about 45%;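 note: CRE beta-lactamase reporter cells expressing human S1P2 stimulated with S1P; 0% = agonist at EC80 alone and 100% = agonist plus reference antagonist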
PostGolgi yeast: growth inhibition of a yeast mutant, post-Golgi transport screen. post-Golgi transport phenotypic cell assay. inhibition, % at 10 µM. hit rate 0.9% among 98,000;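 note: yeast cells grown in 1536-well plates; yeast grown about 18 h at 30C before absorbance read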
The depositor's hits bear a star; nt = not tested or not shown. Cut-off read from the data, not from the text of the source, unless noted: active = inhibition above about 30%; inactive = the rest.

Sample of the layout, 13 compounds:
SMILES | HIV Rev-RRE inh | S1P2 agonist | EphB4 ephrin blk | PostGolgi ctrl | PTPN22 inh 2 | FAK blocker | LYP act | S1P2 blocker | PostGolgi yeast
Cc1[nH]nc2c1C(c1ccc(Cl)cc1)C(C#N)=C(N)O2 (stereo not drawn) | 3 | -5 | 2 | 2 | -1 | 1 | -1 | 16 | -8
CC1=C(C(=O)OC(C)C)C(c2cccs2)N2C(=O)CCSC2=N1 (stereo not drawn) | 7 | 0 | -2 | 7 | 0 | 3 | 0 | -15 | 7
Cc1nc2ccccc2n1-c1ccccc1 | 8 | 0 | 2 | 21 | -4 | 4 | 1 | 26 | -1
CCOC(=O)c1c(C)oc2cc3c(C(=O)OCC)c(C)oc3cc12 | 14 | -3 | 2 | nt | 4 | 0 | -4 | -2 | nt
COCCn1c(=O)[nH]c2cc(C(=O)NCCN3CCN(c4ccccc4F)CC3)ccc2c1=O | 9 | -2 | 7 | -1 | 0 | 0 | -2 | 11 | -5
Cc1cccc(N2CCN(CC(=O)NCC3CCCCC3)CC2)c1C | -1 | -6 | -3 | 24 | 5 | 0 | -7 | -7 | 0
COc1cccc(NC(=O)c2ccc(CN3CCOCC3)cc2)c1 | -1 | -3 | -1 | 10 | -2 | -3 | 0 | 9 | 1
O=C1c2ccccc2C(=O)C1c1ccnc2ccccc12 | 9 | -6 | 4 | nt | 4 | 51* | -3 | -6 | nt
CC(OC(=O)c1cc2sccc2n1C)C(=O)NCc1ccc2c(c1)OCO2 (stereo not drawn) | -4 | -6 | -7 | -4 | 0 | -2 | 3 | -8 | -3
Cn1c(SCC(=O)NCc2ccco2)nnc1-c1c[nH]c2ccccc12 | -1 | -2 | -6 | 5 | nt | -2 | nt | 1 | 0
CN1CCN(C(=O)c2cc3nc(-c4ccccc4)cc(C(F)(F)F)n3n2)CC1 | 7 | -6 | 0 | 17 | 7 | -1 | -8 | 4 | -7
CCCc1nc2ccccc2c2nc(N)nn12 | 2 | 12 | -8 | -2 | 14 | 0 | -12 | -62 | -1
O=C1C2CC=CCC2C(=O)N1c1n[nH]c(CCc2ccccc2)n1 (stereo not drawn) | 3 | -6 | 1 | 10 | -6 | 1 | 4 | -15 | 34*

Main list, from the first entry:
SMILES | HIV Rev-RRE inh | S1P2 agonist | EphB4 ephrin blk | PostGolgi ctrl | PTPN22 inh 2 | FAK blocker | LYP act | S1P2 blocker | PostGolgi yeast
Cc1[nH]nc2c1C(c1ccc(Cl)cc1)C(C#N)=C(N)O2 (stereo not drawn) | 3 | -5 | 2 | 2 | -1 | 1 | -1 | 16 | -8
CC1=C(C(=O)OC(C)C)C(c2cccs2)N2C(=O)CCSC2=N1 (stereo not drawn) | 7 | 0 | -2 | 7 | 0 | 3 | 0 | -15 | 7
Cc1nc2ccccc2n1-c1ccccc1 | 8 | 0 | 2 | 21 | -4 | 4 | 1 | 26 | -1
CCOC(=O)c1c(C)oc2cc3c(C(=O)OCC)c(C)oc3cc12 | 14 | -3 | 2 | nt | 4 | 0 | -4 | -2 | nt
COCCn1c(=O)[nH]c2cc(C(=O)NCCN3CCN(c4ccccc4F)CC3)ccc2c1=O | 9 | -2 | 7 | -1 | 0 | 0 | -2 | 11 | -5
Cc1cccc(N2CCN(CC(=O)NCC3CCCCC3)CC2)c1C | -1 | -6 | -3 | 24 | 5 | 0 | -7 | -7 | 0
COc1cccc(NC(=O)c2ccc(CN3CCOCC3)cc2)c1 | -1 | -3 | -1 | 10 | -2 | -3 | 0 | 9 | 1
O=C1c2ccccc2C(=O)C1c1ccnc2ccccc12 | 9 | -6 | 4 | nt | 4 | 51* | -3 | -6 | nt
CC(OC(=O)c1cc2sccc2n1C)C(=O)NCc1ccc2c(c1)OCO2 (stereo not drawn) | -4 | -6 | -7 | -4 | 0 | -2 | 3 | -8 | -3
Cn1c(SCC(=O)NCc2ccco2)nnc1-c1c[nH]c2ccccc12 | -1 | -2 | -6 | 5 | nt | -2 | nt | 1 | 0
CN1CCN(C(=O)c2cc3nc(-c4ccccc4)cc(C(F)(F)F)n3n2)CC1 | 7 | -6 | 0 | 17 | 7 | -1 | -8 | 4 | -7
CCCc1nc2ccccc2c2nc(N)nn12 | 2 | 12 | -8 | -2 | 14 | 0 | -12 | -62 | -1
O=C1C2CC=CCC2C(=O)N1c1n[nH]c(CCc2ccccc2)n1 (stereo not drawn) | 3 | -6 | 1 | 10 | -6 | 1 | 4 | -15 | 34*
NC(=O)C1CCCN(CCc2ccccc2)C1 (stereo not drawn) | 5 | -5 | 11 | -4 | -16 | -4 | 16 | 5 | 5
CC(C)NC(=O)c1cnc(N2CCN(c3ccccn3)CC2)c2ccccc12 | 2 | -2 | -4 | 7 | 0 | -3 | 0 | 10 | 14
CCCN1CCC(=NNC(=O)c2ccc(Br)o2)CC1 | 2 | -3 | -7 | -6 | 0 | 0 | 5 | 3 | 2
Cc1ccc(S(=O)(=O)N[C@H](C(=O)N2CCC(C(=O)NCC(=O)O)CC2)C(C)C)cc1 | 12 | -1 | 7 | -5 | 0 | 2 | -2 | 8 | 17
CCOc1ccc(Cn2c(SCCCCC#N)nc3c2c(=O)n(C)c(=O)n3C)cc1OCC | 4 | 1 | -1 | 9 | -16 | 0 | 14 | -12 | 15
COCCn1c(SCC(=O)Nc2ccc(Cl)c(S(=O)(=O)N(C)C)c2)nc2ccccc21 | 10 | -3 | 2 | 6 | -3 | 1 | 6 | 31 | -5
COc1ccc(N(CC(=O)N2CCN(C)CC2)S(C)(=O)=O)cc1OC | 1 | -5 | -4 | -5 | 5 | -1 | -7 | 17 | 0
CCc1nc2ccccc2n1CC(=O)N1CCN(S(=O)(=O)c2cccc(C(F)(F)F)c2)CC1 | 9 | -1 | 7 | -4 | 2 | 7 | 2 | 2 | 18
Cc1ccc2c(c1)N(CCC(=O)NC(C)C)C(=O)CO2 | 6 | -5 | 7 | 4 | -10 | -1 | 12 | -2 | -3
C/C=C/c1ccc(Oc2nnnn2-c2ccc(C(=O)O)cc2)c(OC)c1 | 4 | -4 | -2 | 2 | -2 | -1 | 2 | -5 | -5
CC12CN3CCN(CC(C3)C1(O)CN1CCOCC1)C2 (stereo not drawn) | 2 | -5 | 5 | 2 | 0 | 5 | -1 | 0 | -9
Oc1ccccc1C1N=C(c2ccccc2)NC(c2ccccc2)=N1 | 4 | 0 | -9 | -1 | 3 | 0 | -2 | 12 | 8

3 entries out of the list above, sorted by the number in EphB4 ephrin blk, descending.
smiles | HIV Rev-RRE inh | S1P2 agonist | EphB4 ephrin blk | PTPN22 inh 2 | FAK blocker | LYP act | S1P2 blocker
COCCn1c(=O)[nH]c2cc(C(=O)NCCN3CCN(c4ccccc4F)CC3)ccc2c1=O | 9 | -2 | 7 | 0 | 0 | -2 | 11
O=C1C2CC=CCC2C(=O)N1c1n[nH]c(CCc2ccccc2)n1 (stereo not drawn) | 3 | -6 | 1 | -6 | 1 | 4 | -15
Cn1c(SCC(=O)NCc2ccco2)nnc1-c1c[nH]c2ccccc12 | -1 | -2 | -6 | nt | -2 | nt | 1

Carrying on:
SMILES | HIV Rev-RRE inh | S1P2 agonist | EphB4 ephrin blk | PostGolgi ctrl | PTPN22 inh 2 | FAK blocker | LYP act | S1P2 blocker | PostGolgi yeast
c1ccc(-c2nnc3ccc(N4CCCC4)nn23)cc1 | -2 | -3 | -9 | 12 | 10 | -3 | -10 | 0 | 10
C=CCOc1nc2c(c(=O)n(C)c(=O)n2C)n1Cc1c(Cl)cccc1Cl | 9 | -8 | 4 | 20 | -6 | 11 | 4 | -2 | 13
CCOC(=O)c1ccc(Oc2nc(N(C)C)nc(N(C)C)n2)cc1 | 14 | -2 | -1 | 5 | -2 | -1 | -1 | -68 | 1
Cc1cc(C)n(-c2nc(O)cc(=O)[nH]2)n1 | 7 | -4 | 2 | nt | 15 | 1 | -13 | -4 | nt
Cc1cc(C(=O)CSc2nnc(-c3cccnc3)n2-c2ccccc2F)c(C)n1CC1CCCO1 (stereo not drawn) | 3 | -6 | -5 | 13 | -7 | -2 | 8 | -4 | 17
O=C(OCC(=O)N1CCN(C(=O)c2ccco2)CC1)c1cc(-c2ccc(F)cc2)nc2ccccc12 | 1 | -8 | -6 | 73* | 2 | 2 | -4 | 1 | 47*
Cc1ccc(/C(N)=N/OC(=O)c2cccc(F)c2)cc1 | 4 | -8 | 1 | 44* | -10 | -6 | 14 | 5 | -3
COc1ccc(Br)cc1C(=O)NCc1cccnc1 | 10 | -6 | 8 | -9 | 7 | -1 | -4 | -1 | 14
CC(=O)CCc1ccc(OC(=O)c2cccnc2)cc1 | 2 | -3 | -2 | 6 | -11 | -1 | 13 | 3 | 3
Cc1ccc(N/C=C(/C#N)c2ccsc2)cc1C | 7 | -3 | 8 | 39* | 1 | 0 | 2 | -40 | -2
O=C(COC(=O)c1cnccn1)c1ccc2c(c1)CCCC2 | -4 | -5 | -1 | 4 | -2 | -3 | 3 | 11 | 3
CCc1ccc(C(=O)COC(=O)C(Cc2ccccc2)NC(=O)c2ccc(Cl)cc2)cc1 (stereo not drawn) | 16 | -3 | 3 | 5 | 8 | 7 | -9 | -2 | 10
CS(=O)(=O)N(CC(=O)N1CCCCCC1)c1cccc(Br)c1 | 1 | -4 | 3 | -1 | -8 | -2 | 6 | -9 | -17
CCCC(C(=O)N1CCOCC1)N1C(=O)C2C3C=CC(C3)C2C1=O (stereo not drawn) | 7 | -6 | -4 | -2 | -20 | -3 | 16 | 23 | 14
N=c1c2c(n(Cc3ccc(Cl)c(Cl)c3)c3c1CCC3)CCCC2 | 4 | -6 | -6 | 19 | -7 | 3 | 4 | -1 | 10
CCOC(=O)c1sc(NC(=O)CSc2nnc(C(C)C)n2CC)nc1C | 3 | -10 | 4 | 13 | 5 | -10 | -8 | -7 | 9
Cc1sc(NC(=O)c2ccco2)c(CN2CCC(C)CC2)c1C | 9 | -4 | -2 | 1 | -3 | 1 | 6 | 4 | 0
O=C(/C=C/c1cccc([N+](=O)[O-])c1)NCC1CCCO1 (stereo not drawn) | 7 | -2 | -3 | 2 | 0 | 0 | -2 | -3 | 14
CC(C)(C)C(=O)Nc1ccc(C(=O)OC2CCCCC2)cc1 | 13 | -7 | 12 | -3 | 8 | -3 | -9 | -10 | -5
CCCN1C(=O)/C(=C/c2ccc(C)o2)SC1=Nc1ccc(OC)cc1 | 2 | -10 | -7 | 9 | 4 | -8 | -2 | 3 | 4
COc1ccc(CNC(=O)C(c2ccncc2)N(C(=O)Cc2cccs2)c2ccccc2C)cc1 (stereo not drawn) | 12 | -6 | 0 | 6 | 3 | 5 | -2 | 21 | 23
O=C(CSC1=NCCS1)Nc1nc2ccccc2s1 | 3 | -6 | 12 | nt | -6 | 2 | 6 | 4 | nt
Cn1c(=O)c2c(nc(Br)n2CCCc2ccccc2)n(C)c1=O | 0 | -8 | -5 | 2 | 7 | 8 | -9 | -12 | -1
O=C1c2ccccc2C(=O)N1CCCc1nc(-c2ccccc2)no1 | 15 | -6 | 6 | 4 | 5 | 3 | -2 | 4 | 1
COC(=O)c1cccc(NC(=O)C2C3CCC(C3)C2C(=O)O)c1 (stereo not drawn) | 6 | 2 | -5 | -1 | -11 | -2 | 10 | -5 | 5
O=C(N/N=C/c1ccccn1)C1CC1 | 3 | -5 | 1 | 2 | 5 | 0 | -5 | -9 | 1
Cc1ccc(N2CCN(C(=O)c3ccccc3NC(=O)/C=C\C(=O)O)CC2)cc1 | 0 | -4 | -2 | 6 | 1 | -1 | 1 | 14 | -7
CCOC(=O)COc1ccc(CCNC(C)=O)cc1 | 11 | -6 | 0 | 7 | -6 | -3 | 6 | -17 | 2
CCOC(=O)c1nn(-c2ccccc2C)c2nc(-c3ccc(C)cc3)c(C#N)c(=O)n12 | 9 | -2 | 4 | 11 | 11 | 0 | -9 | 15 | -3
COc1cc(/C=N/NC(N)=O)c(Br)cc1OCC(=O)Nc1ccccc1C | 7 | -2 | -3 | 3 | -1 | 5 | -1 | -13 | 9
